Bioassay records from PubChem.
Arr AP2 block: human beta-arrestin and AP2 interaction inhibition; FITC-arrestin peptide / GST-AP2 beads, flow cytometry; AP2 beta2 appendage carries R879A mutation; inhibition, % at 10 µM; 0.31% of 340,000 active; AID 504490;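 active = inhibition above a set limit, near 3 SD of compounds lacking own fluorescence, cut at about 54% in these data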;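 note: plate controls were DMSO wells for no effect and 5 µM unlabelled arrestin peptide for full effect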
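Measured by: flow cytometry, FL1 (488/535 nm); Material: AP2 appendage R879A on GSH beads; Evaluation: percent response; Timing: pre-incubation 12 min, peptide binding 1 h, room temperature; Also added: 50 nM FITC-arrestin peptide; Medium: PBS with 0.05% Tween 20 and 0.1% BSA.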
Wnt bcat act: Wnt/beta-catenin pathway activation. Wnt/beta-catenin reporter cell assay, activator, plate reader. activation, % at 9.35 µM. 1.2% of 300,000 active; in the data active = activation above about 30%, passing the limit was not always enough; inconclusive = no clear call, values can overlap the other calls;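 note: 0% = neutral control wells and 100% = positive control wells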
cardiac RTF act: increases calcium sensitivity of human cardiac regulated thin filaments. P19429+P45379. IANBD-labeled TnC RTF fluorescence at EC20 calcium; 0% EC20 calcium, 100% full calcium. activation, % at 7.2 µM. 0.24% of 340,000 active;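 active = activation above the mean over all tested compounds plus 3 SD, cut at about 30% in these data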;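 note: rise in fluorescence read as greater calcium sensitivity of cardiac thin filaments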
OPRM1-OPRD1 ag: agonists of human mu-delta opioid receptor heterodimerization | P35372+P41143 | cells, OPRM1-OPRD1 heterodimerization, luminescence | activation, % at 9.3 µM | 0.3% of 340,000 active | AID 504326; in the data active = activation above about 18%;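 note: 0% = vehicle-treated cells and 100% = reference agonist; values of inactives mirror those of a sister screen read the other way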
V-ATPase pH: regulators of yeast V-ATPase proton transport; AID 504577; 0.37% of 350,000 active; response, % at 10 µM; S. cerevisiae, pHLuorin cytosolic pH fluorescence; in the data active = response mostly above about 7.3%, no sharp cut-off; inactive = mostly below about 5.4%; note: actives read high; inactives centre near 0; some compounds called inactive have numbers as strong as hits; reference of the scale not given here
C-LANA FP: blocks KSHV LANA C-terminal domain binding to DNA | MBP-C-LANA/FAM-LBS DNA binding, fluorescence polarization | inhibition, % at 9 µM | 0.078% of 340,000 active;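 active = highest replicate inhibition at or above 60% at 9 µM, even if other replicates fall short; inactive = all replicates below 60% inhibition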;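 note: 0% = neutral control wells and 100% = 4 µM acridine orange control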
Keap1 Nrf2 FP: Keap1-Nrf2 (human) interaction inhibition. Q14145. Keap1 Kelch-Nrf2 peptide fluorescence polarization, 1536-well. inhibition, % at 9.4 µM. 0.15% of 340,000 active; in the data active = inhibition above about 12%; inconclusive = no clear call, values can overlap the other calls; inactive = below about 7.3%;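 note: human Keap1 Kelch domain with fluorescein labeled Nrf2 9mer peptide probe; 0% = neutral control wells and 100% = peptide positive control; higher means more block of Keap1 binding to Nrf2 peptide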
Target sequence (Q14145 whole entry, looked up, the tested form may be a part): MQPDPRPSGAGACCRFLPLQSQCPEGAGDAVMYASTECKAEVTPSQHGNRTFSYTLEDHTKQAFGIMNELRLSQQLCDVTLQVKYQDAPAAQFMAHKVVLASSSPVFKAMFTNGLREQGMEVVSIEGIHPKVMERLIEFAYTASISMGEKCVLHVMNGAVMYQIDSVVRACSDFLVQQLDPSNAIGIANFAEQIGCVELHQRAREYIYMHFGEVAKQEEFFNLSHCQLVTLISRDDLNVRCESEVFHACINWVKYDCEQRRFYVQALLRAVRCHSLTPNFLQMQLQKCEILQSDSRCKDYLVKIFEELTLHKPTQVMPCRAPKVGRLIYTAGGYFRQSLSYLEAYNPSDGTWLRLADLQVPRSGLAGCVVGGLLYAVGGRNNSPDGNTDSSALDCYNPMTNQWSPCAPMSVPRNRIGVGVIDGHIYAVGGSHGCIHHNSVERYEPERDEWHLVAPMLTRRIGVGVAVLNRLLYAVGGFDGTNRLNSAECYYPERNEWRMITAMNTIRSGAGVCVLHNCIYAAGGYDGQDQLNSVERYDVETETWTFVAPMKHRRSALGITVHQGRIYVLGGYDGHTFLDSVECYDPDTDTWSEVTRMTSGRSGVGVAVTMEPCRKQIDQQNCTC
OPRM1-OPRD1 inv: inverse agonist of human OPRM1-OPRD1 heterodimerization | P35372+P41143 | cell-based MOR-DOR heterodimer luminescence, inverse agonism | inhibition, % at 9.3 µM | 0.21% of 340,000 active | AID 504357; in the data active = inhibition above about 22%, passing the limit was not always enough;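 note: 0% = cells with DMSO and 100% = wells without cells with DMSO; values of inactives mirror those of a sister screen read the other way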
DSG3 Ab inh: human desmoglein-3 autoantibody binding inhibition | P32926 | DSG3-coupled beads, scFv-anti-DSG3-GFP binding, flow cytometry; hits give low values | binding (percent of control), % at 10 µM | 0.48% of 310,000 active;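 active = binding more than 3 SD below its plate's average and above zero; inconclusive = below that plate limit but binding exactly zero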;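 note: hits lower antibody fragment binding to DSG3; some compounds called inactive have numbers as strong as hits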
RTF Ca sens inh: cardiac RTF calcium desensitization | inhibition, % at 7.15 µM | IANBD-labeled cardiac RTF, Ca2+ fluorescence | P19429+P45379 | 0.12% of 340,000 active;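 active = inhibition above the mean inhibition of all tested compounds plus 3 SD, cut at about 17% in these data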;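 note: assay run at fixed EC70 calcium of 1.6 mM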
Numbers without * were called inactive; ? = inconclusive; . = not tested or not shown.

SMILES	Arr AP2 block	Wnt bcat act	cardiac RTF act	OPRM1-OPRD1 ag	V-ATPase pH	C-LANA FP	Keap1 Nrf2 FP	OPRM1-OPRD1 inv	DSG3 Ab inh	RTF Ca sens inh
CC(C)N(C)C1CCN(S(=O)(=O)c2ccc(-c3ccc(=O)[nH]n3)s2)CC1	-4	2	0	-2.8	4	-0.8	-7	14	61	-1
COc1ccc(/C=N/n2c(C)nnc2C)c(OC)c1	-3	-2	2	-2.6	4	2.0	-6	14	112	-3
CC(Cc1ccccc1)C(=O)NCc1nc2ccccc2s1 (centres undefined)	-4	6	0	0.7	-3	0.8	1	-4	96	-17
CCSC1=NC(=O)/C(=C2/C=Cc3ccccc3N2CC)S1	-9	.	3	-2.2	-1	-2.0	-4	12	97	-5
Cc1ccc(S(=O)(=O)N2CCCN(C(=O)OC(C)(C)C)CC2)cc1	-11	1	1	-2.2	2	1.6	-1	11	109	-9
O=C(O)CCCNC(=O)CCn1nnc2ccccc2c1=O	3	0	-5	-4.2	1	-1.7	-1	21	87	-4
Cn1/c(=N/NC(=O)c2ccccc2Br)sc2ccccc21	3	51*	-5	-3.5	1	0.0	2	18	101	2
O=C(COC(=O)c1ccc(S(=O)(=O)N2CCCC2)cc1)Nc1ccc(Cl)cc1	-5	0	0	3.0	0	1.5	1	-13	105	-6
Cc1ccc(S(=O)(=O)N2CCOCC2)cc1NC(=O)CN1CCN(c2ccc(O)cc2)CC1	7	-5	3	1.4	12	0.7	-3	-7	112	-4
COc1ccc(-c2cc(C)no2)cc1S(=O)(=O)Nc1ccccc1	9	-3	-3	0.0	0	-1.8	2	0	84	-5
CC(=O)Nc1ccc(OCC(O)CN2CCN(c3cccc(Cl)c3)CC2)cc1 (centres undefined)	-6	.	-1	0.7	2	-1.0	-5	-4	108	3
O=C(c1ccc(CNS(=O)(=O)c2cccc(Cl)c2)cc1)N1CCCCC1	-4	1	-2	-1.5	4	-0.7	0	8	102	-1
COc1ccc(C(=O)Nc2ccc(S(=O)(=O)N3CCOCC3)cc2)cc1	0	-3	.	.	2	.	.	.	101	.
Cc1ccc(N2CC(C(=O)Nc3cccnc3)CC2=O)cc1 (centres undefined)	7	1	-6	-3.0	-2	0.3	2	14	98	-4
CCCCN1CCNC[C@@H]1Cc1ccccc1	3	-3	-4	-1.8	1	2.5	0	10	98	5
O=C(CNC(=O)c1cccc(F)c1)N/N=C/c1cccc([N+](=O)[O-])c1	-7	-2	7	1.5	-1	-1.4	-4	-10	100	-13
COc1ccc(CC(=O)OCC(=O)NC2CCCC(C)C2C)cc1 (centres undefined)	6	2	1	-0.8	1	1.0	1	4	92	-3
CCN(CC)CCNC(=O)Cn1c(C)cc2ccccc2c1=O	19	.	-7	-1.5	-3	-1.4	0	9	.	2
Cc1nc2ccccc2n1CCC(=O)Nc1cccc(F)c1	4	0	1	0.6	3	-0.2	-1	-3	114	0
CC(C)OCP(=O)(c1ccccc1)c1ccccc1	-6	0	-4	1.1	-3	-0.9	-7	-6	.	2
O=C(Nc1ccc(N2CCCCC2)c(Cl)c1)c1cccnc1	3	13	4	-1.1	6	-1.9	-7	6	118	-5
Cc1noc(-c2ccccc2OC(=O)c2ccccc2)n1	2	1	0	2.4	1	1.4	5	-11	112	-12
COc1cc(CNc2ccccc2)c([N+](=O)[O-])cc1OC	36	-1	-1	6.7	2	0.0	-2	-33	99	5
CCOc1ccc(NC(=O)[C@@H](NC(=O)c2ccccc2Br)C(C)C)cc1	2	0	-3	-0.3	0	-0.2	-5	2	91	-1
COc1ccc(Cl)cc1NC(=O)NCc1ccccn1	-7	-2	-6	-2.5	-6	2.1	2	13	102	3
Next section
SMILES	Arr AP2 block	Wnt bcat act	cardiac RTF act	OPRM1-OPRD1 ag	V-ATPase pH	C-LANA FP	Keap1 Nrf2 FP	OPRM1-OPRD1 inv	DSG3 Ab inh	RTF Ca sens inh
O=C1c2ccccc2C(=O)C1c1ccc(O)cc1	7	?	3	-0.9	-2	-0.8	2	5	93	3
Cc1nc2cc(NC(=O)Nc3ccccc3Cl)ccc2n1C	30	7	-4	-0.5	3	-0.7	1	2	125	2
COC(=O)C(O)(CC(=O)Nc1cc(Cl)ccc1Cl)C(F)(F)F (centres undefined)	-1	2	-1	-1.8	-1	-2.2	5	9	98	-14
CC1(C)CC2CC(C)(CN2S(=O)(=O)c2ccc(F)cc2F)C1 (centres undefined)	7	0	-8	-1.1	-2	0.1	-1	4	96	6
O=C(Cn1cncn1)N/N=C/c1ccccc1Cl	31	0	9	-2.5	-4	-4.0	3	12	110	-7
Clc1cccc(CSc2ccc(-c3ccco3)nn2)c1	10	2	0	1.9	-4	0.4	-5	-9	104	1
COc1ccc(CC(C)CC(=O)NCCc2ccc(OC)c(OC)c2)cc1 (centres undefined)	-3	4	3	-1.1	-1	1.9	-8	5	97	-8
CCCN(CCC)CCCNC(=O)c1cn(CC)c2ccc(S(=O)(=O)N3CCOCC3)cc2c1=O	16	1	-4	-3.3	1	-0.7	1	17	99	-1
COc1ccccc1C1CC(=O)Oc2ccc(C(C)(C)C)cc21 (centres undefined)	7	0	4	6.8	4	0.7	-5	-32	100	1
O=C(Cn1nc([N+](=O)[O-])nc1Br)NC1CCCCC1	-12	-4	1	3.0	-2	-0.1	0	-17	109	4
CCN1CCN(CC(=O)Nc2ccc(C(C)=O)cc2)CC1	13	3	1	-3.1	2	1.6	0	14	102	-2
C=CCNC(=O)C1=NN(c2c(F)c(F)cc(F)c2F)C(=O)CC1	17	0	6	-0.4	2	2.7	-4	2	104	-1
COc1ccc2c(CC(=O)N[C@@H](Cc3c[nH]c4ccccc34)C(=O)O)cc(=O)oc2c1	7	0	17	0.2	0	0.2	-5	-1	61	-13
CCOc1cccc2sc(=NC(=O)c3ccc(S(=O)(=O)N4CCOCC4)cc3)n(C)c12	-6	.	-5	-0.7	-3	-0.7	0	4	106	-7
Cc1onc(-c2ccc(Cl)cc2)c1-c1ccnc(SCC(=O)Nc2cc(Cl)cc(Cl)c2)n1	21	-3	12	1.1	1	1.3	-3	-6	110	-5
CCOC(=O)Cn1nc(-c2ccccc2)c2cnc3ccc(C)cc3c21	-4	1	2	0.4	-2	0.0	-5	-2	93	6
O=C(O)c1ccc(-n2cc(-c3cc4ccccc4oc3=O)[nH]c2=S)cc1	-23	-3	1	-1.4	-2	2.9	-5	7	92	-3
Cc1noc(C)c1C(=O)Nc1nc(-c2ccc(F)c(F)c2)cs1	-7	3	-5	-0.2	1	-1.1	-3	1	111	-8
CC1CCCCC1Nc1nc2ccc(Cl)cc2n2cnnc12 (centres undefined)	7	0	0	2.8	-1	-2.0	-4	-16	89	-3
C[C@H]1CN([C@@H](C)CO)C(=O)Cc2cc(NC(=O)CCN3CCOCC3)ccc2O[C@@H]1CN(C)Cc1ccc(Oc2ccccc2)cc1	-2	-1	-8	4.5	3	1.4	-7	-21	109	4
CCS(=O)(=O)Nc1cc2c3c(c1)CCC(=O)N3CCC2	23	-1	-2	-1.0	-1	1.3	-4	5	100	-1
O=C(C[n+]1ccccc1)Nc1ccccc1	0	1	.	.	-3	.	.	.	115	.
COc1ccc(/C=N/NC(=O)c2nc(-c3ccccc3)cc(-c3ccccc3)n2)cc1OC	-6	.	2	0.5	3	0.2	-7	-3	73	8
COc1ccc2c(c1)c1nc3ccccc3nc1n2CCCN1C(=O)c2ccccc2C1=O	3	-1	-3	-1.8	0	-1.0	-4	9	111	11
O=C(CC1CCCCC1)NCc1ccc(Cl)cc1	25	-1	-2	-2.0	-3	-5.2	-2	10	120	0

Continued; the last 2 above are carried over.
SMILES	Arr AP2 block	Wnt bcat act	cardiac RTF act	OPRM1-OPRD1 ag	V-ATPase pH	C-LANA FP	Keap1 Nrf2 FP	OPRM1-OPRD1 inv	DSG3 Ab inh	RTF Ca sens inh
COc1ccc2c(c1)c1nc3ccccc3nc1n2CCCN1C(=O)c2ccccc2C1=O	3	-1	-3	-1.8	0	-1.0	-4	9	111	11
O=C(CC1CCCCC1)NCc1ccc(Cl)cc1	25	-1	-2	-2.0	-3	-5.2	-2	10	120	0
CCCn1c(SCC(=O)Nc2cc(S(=O)(=O)N(C)C)ccc2OC)n[nH]c1=O	8	-1	-4	-0.1	-3	-0.6	0	0	87	-12
NC(=O)c1cnn(-c2cc(Oc3ccccc3)ncn2)c1N	-3	8	6	-0.1	-4	0.2	2	1	94	-7
COCCn1cnc2c1c(=O)n(CC#N)c(=O)n2Cc1ccccc1	1	-1	0	1.4	-1	0.6	-6	-11	103	-18
O=C(Nc1ccc(Cl)cc1)C1C2CCC3C(CCC21)C3(Cl)Cl (centres undefined)	14	-1	-2	5.4	-3	-2.9	-7	-30	108	0
Cc1ccc(C(=O)N2CCSCC2)cc1	10	2	-5	-1.3	5	0.0	-6	7	99	-2
CCN(Cc1ccccc1)c1ccc(/C=N/N2CCOCC2)cc1	-1	.	0	2.2	2	-1.3	0	-16	103	-8
CCOC(=O)c1cn(-c2ccccc2CO)c2c(F)c(F)c(F)cc2c1=O	-3	-2	3	-0.6	4	0.0	-7	4	.	-12
c1ccc(N2CCN(c3ncnc4scc(-c5cccs5)c34)CC2)cc1	11	2	2	3.8	5	-0.5	-3	-21	105	4
Cc1ccccc1OCCCC(=O)Nc1nccs1	2	.	7	1.4	4	0.2	-2	-8	101	-2
Cc1nc(-c2ccc(F)cc2)c(CC(=O)N(C)CC(=O)Nc2ccc(Cl)c(C(F)(F)F)c2)s1	-1	0	-1	2.4	2	0.6	-5	-9	95	-2
CC1CC1C(=O)OCC(=O)NCc1ccc(Cl)cc1Cl (centres undefined)	31	-2	-1	0.8	-7	-0.6	-2	-4	101	-6
Cn1nnnc1SCC(=O)Nc1ccccc1C(=O)NCc1ccccc1	-4	-2	-7	-0.3	-4	0.4	3	2	122	-3
CC[n+]1c(C)n(-c2ccccc2)c2ccc(C(=O)OC)cc21	-23	-1	6	0.4	0	0.1	-1	-2	96	-4
COC(=O)C(CCCCNC(=O)OCc1ccccc1)NC(=O)CN (centres undefined)	-8	.	-4	-1.3	-1	1.7	4	6	115	-7
O=C(CCCC(=O)Nc1cccnc1)Nc1cccnc1	82*	.	4	-0.8	3	-1.9	0	4	95	2
O=C(O)c1cccc2[nH]c(C(F)(F)F)nc12	2	.	-1	-3.3	-2	0.2	-5	19	118	9
C/C(=N\NC(=O)C1CC1)c1ccc(OC(F)F)cc1	-2	1	1	-3.5	5	-0.4	-6	19	.	7
Cc1ccc(NC(=O)C2CCN(C(=O)NC3CCCCC3)CC2)c(C)c1	29	-3	-5	-1.3	-4	0.3	-3	8	.	1
COc1cc(CNn2cn[nH]c2=S)ccc1OCC(=O)NC(C)(C)C	38	-1	-6	-0.5	8.9*	11	-4	2	115	-16
COc1ccc(CN2CCNC(=O)C2CC(=O)N(C)CCc2cnn(C)c2)c(F)c1 (centres undefined)	-3	-1	6	-0.5	0	-0.3	-4	3	107	-13
COc1cc(C)ccc1OCC(=O)OCC(=O)c1ccc[nH]1	-1	-4	4	-4.1	1	-1.5	-5	20	.	4
CC(=O)N1N=C(c2ccc(NS(C)(=O)=O)cc2)CC1c1ccc2nccnc2c1 (centres undefined)	-17	-2	11	2.1	0	0.6	-2	-11	109	-2

Rows were taken by chance, and some 3.1% of all compounds hit somewhere here.
